# SKBR3 24h inh: SK-BR-3 proliferation inhibitors, primary screen, cell-based, human, 24 h; hit rate 0.47% among 41,000; SK-BR-3 viability, CellTiter-Glo ATP luminescence; active compounds read low; viability, % at 10 µM; AID 847, 2007;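 active = viability at or below the median of all test compounds minus 3 SD, in both replicates if run twice, cut at about 45% in these data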;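 also: 100% = median untreated cell wells and 0% = median positive control drug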
# * hit, by the source's call. This is a subset (hit frequency here may not be typical).
molecule,SKBR3 24h inh
O=P(/C(=N/O)N1CCCCC1)(N1CCOCC1)N1CCOCC1,107
CCC(=Nc1ccc2c(c1)CCC2)c1c(O)n(C)c(=O)n(C)c1=O,97
Cc1cccn2c(NCC3CCCO3)c(C(C)C)nc12 (stereo not given),84
Cc1nc2ccccc2c(=O)n1-c1cccnc1,119
CCN1CCN(c2nc3c(c(=O)[nH]2)CCCC3)CC1,80
COC(=O)CCCNC(=O)CN1CC(c2ccccc2)CC1=O (stereo not given),84
c1ccc2[nH]c(CCNC3CCCCC3)nc2c1,92
CCc1cc2c(s1)NC(=O)CN=C2c1cccs1,76
CCOC(=O)C1C2NC(=O)N(Cc3ccccc3)C1(C)Oc1c(OC)cccc12 (stereo not given),69
Cc1ccc(N(C)C(=O)Oc2cccc3cccnc23)cc1,93
O=C(Cc1ccccc1)N1CCN(C/C=C/c2ccccc2)CC1,61
COCC(C)OC(=O)c1c(N)n(Cc2ccco2)c2nc3ccccc3nc12 (stereo not given),91
CC1CN=C(Nc2ccc(N(C)C)cc2)S1 (stereo not given),79
O=c1[nH]c(=O)n(-c2cccc(Cl)c2)c(O)c1C=NCCN1CCCCC1,88
CC(C)C12CN3CCN(CC(C3)C1O)C2 (stereo not given),92
CN(C)C=C1C(=O)N(C2CCCCC2)C(=O)N(C2CCCCC2)C1=O,73

# Quoted from the listing.
# CN(C)C=C1C(=O)N(C2CCCCC2)C(=O)N(C2CCCCC2)C1=O @ SKBR3 24h inh = 73
# O=C(Cc1ccccc1)N1CCN(C/C=C/c2ccccc2)CC1 @ SKBR3 24h inh = 61

# (continued)
molecule,SKBR3 24h inh
Cc1cc(N2C(=O)C3CCCN3C2c2sccc2C)no1 (stereo not given),105
c1cncc(C2CCCCN2Cc2ccc3c(c2)OCO3)c1 (stereo not given),88
CCC(=Nc1ccc(OC)cc1OC)c1c(O)n(C2CCCCC2)c(=O)[nH]c1=O,94
N#Cc1ccc(N2CCNCC2)c(F)c1,91
O=c1[nH]c(=O)n(Cc2ccco2)c(O)c1C=NC1CC1,92
CCN(CC)CCCN=C(C)c1c(O)n(-c2ccccc2)c(=O)[nH]c1=O,113
Cc1cc(C)c(C(=O)CN2CCOCC2)c(C)c1,112
CCOc1ccc(Br)c(C2(O)CC(C)N(C)CC2C)c1 (stereo not given),103
CSc1nnc([C@@H](N)Cc2ccccc2)o1,96
O=C(CCCOc1ccc(Cl)cc1Cl)N1CCC2(CC1)OCCO2,93
CCCCC(=O)C1C(=O)NC(=O)NC1=O,108
CCOc1cc(-c2nc3c(C)cccn3c2NCC2CCCO2)ccc1O (stereo not given),99
O=C(Nc1ccncc1)c1c(O)c2ccccc2n(Cc2ccccc2)c1=O,87
CCOC(=O)c1cn2nc(OP(=S)(OCC)OCC)cc2nc1C,81
Cc1ccc(Cn2nnnc2CN2CCC(n3nnc4cc(C(F)(F)F)ccc43)CC2)cc1,104
Fc1ccc2c(c1)nnn2C1CCN(Cc2nnnn2C2CCCCC2)CC1,89

# Nothing new here: 21 of the compounds above.
molecule,SKBR3 24h inh
COCC(C)OC(=O)c1c(N)n(Cc2ccco2)c2nc3ccccc3nc12 (stereo not given),91
CC1CN=C(Nc2ccc(N(C)C)cc2)S1 (stereo not given),79
O=c1[nH]c(=O)n(-c2cccc(Cl)c2)c(O)c1C=NCCN1CCCCC1,88
CC(C)C12CN3CCN(CC(C3)C1O)C2 (stereo not given),92
CN(C)C=C1C(=O)N(C2CCCCC2)C(=O)N(C2CCCCC2)C1=O,73
Cc1cc(N2C(=O)C3CCCN3C2c2sccc2C)no1 (stereo not given),105
c1cncc(C2CCCCN2Cc2ccc3c(c2)OCO3)c1 (stereo not given),88
CCC(=Nc1ccc(OC)cc1OC)c1c(O)n(C2CCCCC2)c(=O)[nH]c1=O,94
N#Cc1ccc(N2CCNCC2)c(F)c1,91
O=c1[nH]c(=O)n(Cc2ccco2)c(O)c1C=NC1CC1,92
CCN(CC)CCCN=C(C)c1c(O)n(-c2ccccc2)c(=O)[nH]c1=O,113
Cc1cc(C)c(C(=O)CN2CCOCC2)c(C)c1,112
CCOc1ccc(Br)c(C2(O)CC(C)N(C)CC2C)c1 (stereo not given),103
CSc1nnc([C@@H](N)Cc2ccccc2)o1,96
O=C(CCCOc1ccc(Cl)cc1Cl)N1CCC2(CC1)OCCO2,93
CCCCC(=O)C1C(=O)NC(=O)NC1=O,108
CCOc1cc(-c2nc3c(C)cccn3c2NCC2CCCO2)ccc1O (stereo not given),99
O=C(Nc1ccncc1)c1c(O)c2ccccc2n(Cc2ccccc2)c1=O,87
CCOC(=O)c1cn2nc(OP(=S)(OCC)OCC)cc2nc1C,81
Cc1ccc(Cn2nnnc2CN2CCC(n3nnc4cc(C(F)(F)F)ccc43)CC2)cc1,104
Fc1ccc2c(c1)nnn2C1CCN(Cc2nnnn2C2CCCCC2)CC1,89

# Next section
molecule,SKBR3 24h inh
O=S(=O)(c1ccccc1)N1CN2CCN(C2)C1,89
CCC(=NCC1CCCO1)c1c(O)n(-c2ccc(Cl)cc2)c(=O)[nH]c1=O (stereo not given),83
Cc1ccc2c(c1)CC1(CN2C)C(=O)NC(=O)N(CCC2=CCCCC2)C1=O (stereo not given),91
CCOc1ccccc1-n1c(O)c(C=NCCCN(CC)CC)c(=O)[nH]c1=O,103
N=C(N)c1c(O)n(C2CCCCC2)c(=O)n(C2CCCCC2)c1=O,2.8*
O=C1OCCN1P(=O)(c1ccccc1)c1ccccc1,83
c1ccc2sc(C3CCCNC3)nc2c1 (stereo not given),92
O=c1[nH]c2ccccc2n1C1CCN(CCCC(c2ccc(F)cc2)c2ccc(F)cc2)CC1,91
CSc1ccc(CNC2CN3CCC2CC3)cc1 (stereo not given),75
CN(C(=O)c1ccco1)C1(c2ccccc2Cl)CCCCC1=O (stereo not given),88
COc1ccc(OC)c(N2C(=O)NC(=O)C3(Cc4cc(C)ccc4N(C)C3)C2=O)c1 (stereo not given),101
CCN(CC)CCCN=C(C)c1c(O)n(-c2ccc(C)cc2)c(=O)[nH]c1=O,109
CC12CN3CC(C)(CN(C1)C3c1ccco1)C2=O (stereo not given),108
CCCCCCn1c(O)c(C=NCCCn2ccnc2)c(=O)[nH]c1=O,68
Cc1ccc2nc3c(cc2c1)CC1(C(=O)N(C)C(=O)N(C)C1=O)C1COCCN31 (stereo not given),90
CCCC(C)C1(CC)C(=O)NC(=Nc2ccc(F)cc2)NC1=O (stereo not given),92
CC1CCC(C(C)C)C(OP(N)(=O)c2ccccc2)C1 (stereo not given),100
CCC(=NC1CC1)c1c(O)n(-c2ccc(OC)cc2)c(=O)[nH]c1=O,91
CC(CO)(CO)N=Cc1c(O)n(-c2cccc3ccccc23)c(=O)[nH]c1=O,100
CCOC(=O)C1=C(N)Oc2c(c(=O)oc3ccccc23)C12C(=O)N(C)c1ccccc12 (stereo not given),86
COc1cc(C2SCC(=O)Nc3c2c(=O)[nH]n3C2CCCCCC2)cc(OC)c1OC (stereo not given),110
OC1(c2ccc(F)cc2)CCNC1 (stereo not given),93
O=c1[nH]c(=O)n(Cc2ccco2)c(O)c1C=NCCCn1ccnc1,92
COc1cc2c(C(=O)N3CCN(C)CC3)c(C)n(C)c2cc1Br,88
O=c1[nH]c(=O)n(C2CCCCC2)c(O)c1C=NCCCn1ccnc1,90
CCOC(=O)c1cccc([P+](=O)O)c1,100
COc1ccccc1/C=C1/C(=N/O)C2CCN1CC2,97

# Compound activity: PubChem, SRMLSC
